HSF-1 act: HSF-1 activators, primary screen, NIH3T3-HGL cells, MG132 stress, luminescence, single point; actives 1.7% (n = 300,000); NIH3T3-HGL HSF-1 luciferase reporter, 8 h; 100% = twice DMSO control signal; activation, % at 9 µM;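 active = mean replicate activation of at least 50% with a set share of replicates each reaching 50%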;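 also: 0% = median of the neutral control wells and 100% = twice that signal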
GSK3B inh: human GSK3beta kinase inhibitors, primary screen, biochemical, cell-free homogeneous, HTS; Glycogen synthase kinase-3 beta (Homo sapiens), P49841; GST-GSK3beta kinase, ADP-Glo luminescence, 60 min; hits give low values; activity score (negative = inhibition), % at 10 µM; actives 0.038% (n = 300,000); AID 2097, 2009;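 active = more than half of replicate wells score below -50%, meaning over 50% inhibition versus plate controls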;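 also: 0% = median DMSO wells and -100% = median GW8510 positive control wells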
Target sequence (P49841 whole entry, looked up): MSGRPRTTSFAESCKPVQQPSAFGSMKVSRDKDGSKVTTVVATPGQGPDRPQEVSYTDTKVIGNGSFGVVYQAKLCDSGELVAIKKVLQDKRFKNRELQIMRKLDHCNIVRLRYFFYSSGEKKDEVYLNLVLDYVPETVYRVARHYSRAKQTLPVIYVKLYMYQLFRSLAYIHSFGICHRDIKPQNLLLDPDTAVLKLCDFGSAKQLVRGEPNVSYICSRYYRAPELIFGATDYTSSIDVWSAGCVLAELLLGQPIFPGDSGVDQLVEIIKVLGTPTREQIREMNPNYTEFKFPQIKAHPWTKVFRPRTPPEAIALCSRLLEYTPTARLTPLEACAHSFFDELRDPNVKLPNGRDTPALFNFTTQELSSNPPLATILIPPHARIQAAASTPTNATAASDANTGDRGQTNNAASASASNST
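Assay system: GST-tagged human GSK3beta kinase, cell-free; Input: 1.6 ng GSK3beta; Medium: Tris/MgCl2 kinase buffer; Timing: 60 min enzyme reaction, room temperature; Signal: ADP-Glo luminescence quantifying ADP generated by kinase; Evaluation: score relative to plate controls; Benchmarks: DMSO neutral wells and GW8510 at 20 µM as positive.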
HSP90 inh: HSP90 inhibitors, primary screen, cell lysate, luminescence | Heat shock protein HSP 90 (rabbit reticulocyte lysate; luciferase refolding) | Rabbit reticulocyte lysate, luciferase refolding luminescence, 3 h | inhibition, % at 5.6 µM | actives 0.91% (n = 290,000) | AID 1789, 2009;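 active = inhibition above the screen-wide mean plus 3 SD, computed separately per campaign, cut at about 16% in these data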;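 also: 0% = DMSO wells and 100% = 60 µM geldanamycin wells; inhibitors lower the luminescence because luciferase stays unfolded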
KLF5 inhibitor: KLF5 expression inhibitors, primary screen, DLD-1 cells, luminescence; DLD-1 KLF5 promoter-luciferase reporter; inhibition, % at 5 µM; actives 0.23% (n = 290,000); AID 1700, 2009;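 active = inhibition above a per-plate limit of that plate's mean compound inhibition plus 3 SD, cut at about 60% in these data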;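 also: 0% = DMSO wells and 100% = LY294002 at 200 µM; higher means less KLF5 promoter-driven luciferase light; inactives centre near -14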
IEC-6 cytotox: cytotoxicity in IEC-6 intestinal epithelial cells, primary screen, cytotoxicity control for KLF5 inhibitor project, cell-based, luminescence | IEC-6 cytotoxicity, luminescence viability | inhibition, % at 5 µM | actives 0.78% (n = 290,000); in the data active = inhibition above about 22%;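 also: 0% = plate median of test compound wells and 100% = cytotoxic reference compound wells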
HIF activator: HIF pathway transcriptional activators, primary screen, cell-based, U2OS HRE-luciferase, luminescence; U2OS HRE-luciferase reporter; normalized: DMSO 0%, desferrioxamine 100%; activation, % at 7.5 µM (by protocol); actives 0.32% (n = 300,000);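 active = mean activation of at least 10% of the iron chelator positive control signal, with at least half of replicates also reaching 10%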
HSF1 inh: HSF1 inhibitors in luciferase reporter cells, primary screen, cell-based, NIH3T3, luminescence; NIH3T3-HGL HSE-luciferase, MG132-induced, luminescence 8 h; hits give low values; activity change, negative = inhibition, % at 7.5 µM (by protocol); actives 0.77% (n = 300,000);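 active = more than half of replicate wells show activity change below -50%, luminescence cut by over half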;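 also: luciferase reports HSF-1 transcriptional activity via heat shock element; 0% = median of DMSO wells and -100% = zero luminescence signal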
aSyn 5UTR inh: MLPCN primary screen, SNCA 5' untranslated region; alpha-synuclein 5'UTR reporter, inhibitor activity; inhibition, % (tested at 7.5 µM); actives 0.82% (n = 300,000); in the data active = inhibition above about 60%;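 also: H4 neuroglioblastoma cells stably carrying SNCA 5'UTR luciferase fusion; 0% = DMSO wells and 100% = positive control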
AI-2 QS modul: Vibrio harveyi AI-2 quorum sensing modulators, primary screen, JMH597 strain, luminescence/OD600 ratio | Vibrio harveyi JMH597 AI-2 luminescence/OD600 ratio, 9 h; hits give low values; strain lacks LuxN and CqsS sensors; 0 = neutral-control median | activity change, % at 7.5 µM | actives 0.4% (n = 300,000); in the data active = activity change below about -75%, passing the limit was not always enough;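 also: luminescence divided by OD600 gain over 9 h not by final OD600 alone; inactives centre near 13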
GSK3A inh: blockers of GSK3A enzyme activity – biochemical, luminescence, cell-free homogeneous, HTS, primary screen; Glycogen synthase kinase-3 alpha (Homo sapiens), P49840; GSK-3 alpha kinase, ADP-Glo luminescence, 60 min; inhibition, % at 10 µM; actives 0.1% (n = 320,000);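 in the data active = inhibition above about 50%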;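 also: GST-tagged GSK-3 alpha with peptide substrate and 25 µM ATP; 0% = DMSO neutral wells and 100% = GW8510 positive control wells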
Target sequence (P49840 whole entry, looked up): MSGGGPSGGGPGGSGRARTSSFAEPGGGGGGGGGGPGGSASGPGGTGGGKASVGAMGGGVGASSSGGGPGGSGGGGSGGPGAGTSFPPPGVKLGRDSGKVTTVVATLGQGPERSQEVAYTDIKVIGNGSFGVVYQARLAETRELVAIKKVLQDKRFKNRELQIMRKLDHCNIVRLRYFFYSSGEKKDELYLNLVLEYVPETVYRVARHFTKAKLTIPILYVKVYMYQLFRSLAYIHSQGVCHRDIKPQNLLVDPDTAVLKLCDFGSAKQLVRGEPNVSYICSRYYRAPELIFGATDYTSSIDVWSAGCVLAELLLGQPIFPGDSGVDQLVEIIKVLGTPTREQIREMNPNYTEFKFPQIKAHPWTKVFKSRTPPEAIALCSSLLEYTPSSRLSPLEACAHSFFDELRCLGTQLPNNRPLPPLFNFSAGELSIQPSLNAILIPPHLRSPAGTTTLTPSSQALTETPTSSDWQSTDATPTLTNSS
The depositor's hits bear a star; x = no result given.

Each structure is followed by: HSF-1 act, GSK3B inh, HSP90 inh, KLF5 inhibitor, IEC-6 cytotox, HIF activator, HSF1 inh, aSyn 5UTR inh, AI-2 QS modul, GSK3A inh
- O=C(NC(Cc1ccccc1)C(=O)O)/C(=C/c1ccc([N+](=O)[O-])cc1)NC(=O)c1ccccc1Br (stereo unspecified)
  18.0, 2.5, -1.3, 7.5, 3.8, -0.1, -2.4, -18.4, 12.0, x
- Cc1cccc(-c2noc(CCC(=O)NCc3ccco3)n2)c1
  2.0, 4.8, 4.7, -1.3, -1.5, 0.1, -0.4, -10.4, 20.3, -3.8
- Nc1cccc(CCc2ccncc2)c1
  -5.7, 4.0, -1.3, -17.6, -0.4, 0.9, 1.8, 3.9, -1.4, 1.5
- Cc1cc(O)ccc1C1(c2ccc(O)cc2C)OC(=O)c2ccccc21
  -19.3, -3.1, -3.5, 10.9, -1.3, 0.4, 3.0, -12.0, 6.4, -2.2
- O=C(NC1CCCCCC1)c1ccc[nH]c1=S
  10.0, -0.3, -6.4, 1.5, -0.5, 0.1, -0.4, -2.6, 7.2, -1.8
- COc1cccc(/C=C2\SC(N)=NC2=O)c1OS(=O)(=O)c1ccccc1
  -7.0, -2.3, -1.4, 11.6, -5.4, -0.4, 12.2, -4.0, 11.9, -1.6
- Cc1ccc(SCC(=O)NCC(C)C)cc1
  11.3, 0.2, 0.2, -36.1, -0.2, 0.1, 1.5, 0.2, 4.8, -2.0
- O=C(CCCSc1ccc(Cl)cc1)Nc1ccccc1O
  30.4, 0.2, 1.8, -23.2, 8.9, 0.5, 32.6, -7.8, -47.4, -0.1
- Cc1ccc(C)c(S(=O)(=O)NCc2ccc(C(=O)NCc3ccco3)cc2)c1
  9.7, -0.3, 3.3, -14.2, -2.9, 0.8, -8.9, -14.9, 15.7, -2.1
- CCOC(=O)C1CCN(c2c(N3CCCC(C(=O)OCC)C3)c(=O)c2=O)CC1 (stereo unspecified)
  15.2, 6.4, -1.3, -31.1, -3.1, -0.2, -3.1, 3.7, 38.3, 4.0
- O=C(Nc1cccnc1Cl)c1cc(-c2ccc(Br)cc2)on1
  8.4, 1.1, 0.1, -1.0, 4.9, 0.1, -4.4, -11.0, -0.5, 1.8
- CCn1cc(/C=C/C(=O)Nc2c(C)nn(Cc3ccccc3)c2C)cn1
  25.5, -0.8, -0.7, 1.4, -4.0, -0.2, 4.2, 17.9, 16.0, 0.6
- CN(C)c1ccc(NC(=O)N2CCOCC2)cc1
  -23.4, -2.3, 3.4, -6.5, -2.1, 1.3, -0.6, -35.2, 9.7, -0.1
- NC(=O)C1(N2CCCCC2)CCN(C(=O)c2cccs2)CC1
  -8.3, 0.5, 1.1, -14.8, 1.8, 0.0, -0.1, -10.3, -1.3, 0.5
- CC(=O)Nc1ccc(N2C(C(C)=O)=NN(c3ccccc3)C2c2cccs2)cc1 (stereo unspecified)
  14.1, -6.9, -1.3, -46.4, -1.1, -0.4, -7.5, -2.0, 6.0, -0.6
- O=C(CN1C2=NCCCN2c2ccccc21)c1cccs1
  3.1, -0.8, -0.6, 11.9, 3.9, -0.1, -2.3, -4.5, 14.6, -1.0
- CC1Cc2cc(/C(O)=C3/C(=O)C(=O)N(Cc4cccnc4)C3c3cccc(O)c3)ccc2O1 (stereo unspecified)
  11.4, -0.1, 13.6, -41.9, 3.1, 0.0, -4.3, -24.4, 33.0, -3.0
- COc1cc(/C=N/NC(=O)c2ccc(Cl)cc2)ccc1OCC(=O)N1CC(C)OC(C)C1 (stereo unspecified)
  55.7*, -2.9, 1.9, -19.5, 0.7, -0.3, 13.0, -20.1, 36.4, -2.4
- COc1ccc(/C=C/C(=O)NC(CCSC)C(=O)O)cc1 (stereo unspecified)
  2.9, 1.6, 2.7, 16.9, 0.5, -0.4, -2.7, 11.8, -5.7, -1.4
- CCN(CC)CCNC(=O)C(Oc1ccccc1)Oc1ccccc1
  -3.7, 1.2, -1.1, -30.1, -7.4, 0.2, -9.8, 2.3, 2.7, -0.2
- COC(=O)c1cc(OC)nc2c1c(=O)n(C)c(=O)n2C
  4.3, 0.2, 2.1, 8.5, -1.3, -0.3, -2.7, 0.9, 22.5, -0.2
- O=C1COc2ccc(S(=O)(=O)N3CCN(c4cccc(Cl)c4)CC3)cc2N1
  -1.8, -3.0, -0.9, -31.6, 0.0, -0.1, 0.2, -7.9, 38.9, -1.1
- N#Cc1c(Nc2ccc(Cl)cc2)s[nH]c1=O
  -28.4, -5.4, -7.3, -16.5, 12.2, 0.4, -24.7, 3.7, 21.9, 13.9
- CCN(CC)C(=O)N1c2ccccc2Sc2ccccc21
  -10.7, -0.3, 2.2, -16.1, 4.8, -0.1, 1.3, 41.0, 3.6, -2.6
- COc1ccc(Cc2nnc(Nc3ccc(Cl)cc3)[nH]c2=O)cc1
  -0.1, 3.2, 2.2, -35.5, 11.6, -0.1, -8.5, -25.7, 1.6, 0.3
- O=C(CSc1nc2ccccc2s1)N1c2ccccc2Sc2ccc(C(F)(F)F)cc21
  16.7, 0.9, 1.5, -14.0, -3.0, 0.2, 3.2, -25.0, -15.4, -2.5
- Cc1ccc(CCC(=O)Nc2ncc(Cc3cccc(Cl)c3Cl)s2)o1
  5.0, 1.8, -0.7, 5.0, -1.9, 1.3, 9.3, 27.5, 13.7, 7.1
- CC1CN(C(=O)CCC(=O)N2CCN(c3ccccn3)CC2)c2ccccc2O1 (stereo unspecified)
  -5.7, 0.2, -1.8, 0.1, -6.4, 0.2, 1.5, 11.9, 12.6, -1.2
- O=C(OCC(=O)N1CCC(Cc2ccccc2)CC1)c1ccccc1NCCO
  35.7, 0.5, x, x, x, -0.7, 5.6, 6.7, 49.4, -0.9
- O=C(NC12CCC(O)C(SC1)/C2=N/O)c1ccccc1 (stereo unspecified)
  11.2, 1.5, 2.9, 12.3, -1.9, -0.1, -1.1, 16.9, 20.0, 3.4
- O=C(O)C1Cc2ccccc2CN1C(=O)CSc1nnc2ccccn12 (stereo unspecified)
  8.9, 0.3, -3.1, 7.8, -2.7, 0.1, -2.5, 15.8, 8.6, -2.1
- Cc1nnc(SCc2nc3sc4c(c3c(=O)[nH]2)CCCC4)[nH]c1=O
  -0.3, -2.0, -1.9, -2.6, 1.6, -0.7, -5.1, -0.7, 0.3, 5.2
- COc1ccc(CNC(=O)c2cc(C(C)=O)c[nH]2)cc1
  1.0, -1.5, 1.9, -41.1, 2.4, -0.2, -4.0, 8.7, 3.0, -1.3
- COc1ccc(OC)c(NC2c3ncccc3C(=O)N2Cc2ccco2)c1 (stereo unspecified)
  17.8, 1.2, -2.2, -10.3, 1.2, -0.5, 3.6, 4.0, 4.6, x
- Cc1ccc(-c2nc(=O)[nH]c3ccccc23)cc1
  4.2, 1.6, -1.1, -24.9, -2.5, -0.2, 1.0, 13.6, 15.5, -4.1
- O=C(/C=C/c1ccccc1Cl)NCCCn1ccnc1
  -6.6, -3.9, -1.9, -14.2, 4.5, 0.4, -10.2, -1.6, 2.0, 0.1
- NS(=O)(=O)c1ccc(CCN2C(=O)CCC2=O)cc1
  -15.0, 0.0, -1.4, -26.8, -6.6, -0.1, -5.5, 2.8, 10.5, -0.4
- O=C(Nc1ccc(S(=O)(=O)Nc2nccs2)cc1)/C(=C/c1ccccc1Cl)NC(=O)c1ccccc1
  -11.6, -5.3, -0.1, -28.9, -2.1, -0.1, -2.0, 0.7, 6.2, -4.5
- O=C(O)/C=C/C(=O)N1CCc2ccccc21
  -10.5, 0.1, -4.1, -24.6, 0.0, -0.1, -0.3, -3.6, 27.0, -3.3
- O=C(NC(=S)Nc1ccc(S(=O)(=O)N2CCCCC2)cc1)c1ccccc1
  -20.2, 2.4, 0.3, -4.5, -1.7, 0.0, -6.6, -39.3, -6.9, 1.0
- CCn1cc([N+](=O)[O-])c(C(=O)Nc2ccn(Cc3ccccc3)n2)n1
  -1.6, 0.5, 5.2, 20.1, 3.1, 0.1, -13.6, -10.2, 14.5, 0.0
- CC1CC(C)CN(S(=O)(=O)c2ccc(C(=O)N3CC(C)OC(C)C3)cc2)C1 (stereo unspecified)
  -5.7, 3.7, -1.1, -1.0, 0.8, 0.3, -10.4, 9.1, 20.4, -0.1
- Cc1cccc(NC(=O)N2CCC(NC(=O)C3CCCCC3)CC2)c1
  -2.5, -0.4, -1.5, -1.6, -3.3, 0.0, -7.1, 8.4, 12.7, 0.2
- CCCOC(=O)c1ccc(O)c(OC)c1
  -12.5, -0.6, 2.7, 11.2, 8.1, -0.2, -1.1, -11.6, 15.7, 1.3

Compounds from the list above containing four or more nitrogen atoms (8):
Each structure is followed by: HSF-1 act, GSK3B inh, HSP90 inh, KLF5 inhibitor, IEC-6 cytotox, HIF activator, HSF1 inh, aSyn 5UTR inh, AI-2 QS modul, GSK3A inh
- CCn1cc(/C=C/C(=O)Nc2c(C)nn(Cc3ccccc3)c2C)cn1
  25.5, -0.8, -0.7, 1.4, -4.0, -0.2, 4.2, 17.9, 16.0, 0.6
- CC(=O)Nc1ccc(N2C(C(C)=O)=NN(c3ccccc3)C2c2cccs2)cc1 (stereo unspecified)
  14.1, -6.9, -1.3, -46.4, -1.1, -0.4, -7.5, -2.0, 6.0, -0.6
- COc1ccc(Cc2nnc(Nc3ccc(Cl)cc3)[nH]c2=O)cc1
  -0.1, 3.2, 2.2, -35.5, 11.6, -0.1, -8.5, -25.7, 1.6, 0.3
- CC1CN(C(=O)CCC(=O)N2CCN(c3ccccn3)CC2)c2ccccc2O1 (stereo unspecified)
  -5.7, 0.2, -1.8, 0.1, -6.4, 0.2, 1.5, 11.9, 12.6, -1.2
- O=C(O)C1Cc2ccccc2CN1C(=O)CSc1nnc2ccccn12 (stereo unspecified)
  8.9, 0.3, -3.1, 7.8, -2.7, 0.1, -2.5, 15.8, 8.6, -2.1
- Cc1nnc(SCc2nc3sc4c(c3c(=O)[nH]2)CCCC4)[nH]c1=O
  -0.3, -2.0, -1.9, -2.6, 1.6, -0.7, -5.1, -0.7, 0.3, 5.2
- O=C(Nc1ccc(S(=O)(=O)Nc2nccs2)cc1)/C(=C/c1ccccc1Cl)NC(=O)c1ccccc1
  -11.6, -5.3, -0.1, -28.9, -2.1, -0.1, -2.0, 0.7, 6.2, -4.5
- CCn1cc([N+](=O)[O-])c(C(=O)Nc2ccn(Cc3ccccc3)n2)n1
  -1.6, 0.5, 5.2, 20.1, 3.1, 0.1, -13.6, -10.2, 14.5, 0.0

Screens: PubChem BioAssay, several laboratories
